Bioassay records (PubChem BioAssay)
UHRF1 binding: UHRF1 methylated DNA binding inhibitors, primary screen, counter-screen for MBD2 inhibitor project, biochemical, TR-FRET, human UHRF1, single concentration; inhibition, % at 4.4 µM; UHRF1 binding to methylated oligo; 0.75% of 370,000 active; E3 ubiquitin-protein ligase UHRF1 (Homo sapiens), Q96T88; AID 687016, 2013; in the data active means inhibition above about 21%;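 further: UHRF1 SRA domain binding a hemimethylated CpG hairpin DNA probe; 0% = median of test compound wells and 100% = reference inhibitor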
NR1D1 modulator: modulators of Rev-erb alpha DNA binding, primary screen, biochemical, FITC-DNA, fluorescence polarization, uHTS; Nuclear receptor subfamily 1 group D member 1 (Homo sapiens), P20393; Rev-erbα–FITC-DNA binding, 90 min; activity, % at 10 µM; 0.79% of 370,000 active;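 active means activity above about 14%, limit read from the data; passing the limit was not always enough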;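 further: 0% = DMSO wells with 35 nM protein and 100% = DMSO wells with 750 nM protein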
mABHD4 FP: ABHD4 inhibitors, primary screen, biochemical, fluorescence polarization, mouse; (Lyso)-N-acylphosphatidylethanolamine lipase (Mus musculus), Q8VD66; purified mABHD4, FP-Rh probe fluorescence polarization; inhibition, % at 8.92 µM; 0.54% of 370,000 active; AID 720543, 2013;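 active means inhibition exceeding the mean over every tested compound plus 3 SD, cut at about 30% in these data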;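 further: 0% = plate median of compound wells and 100% = S159A mutant with DMSO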
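Test system: mABHD4 protein | Buffer or medium: HEPES pH 7.0 buffer, 150 mM NaCl, 0.01% Pluronic F-127 | Probe or stimulus: FP-Rh fluorescent activity-based probe, added after compound pre-incubation | Timing: Pre-incubation 45 min, probe exposure 60 min, at 25 °C | Technique: Fluorescence polarization, excitation 525 nm, emission 598 nm, BODIPY TMR filters | Repeats: Single well per compound (singlicate)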
TCR CD3 inh: inhibitors of human TCR-CD3 interaction, primary screen, biochemical, fluorescence, TAMRA-labeled TCR probe; T-cell receptor (TCR); inhibition, % at 9.4 µM; 0.37% of 360,000 active; AID 651800, 2012; in the data active means inhibition above about 19%;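 further: recombinant mutant TCR 2C K166C tagged with TAMRA read by polarization; 0% = receptor in buffer alone and 100% = receptor with positive control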
PRMT1 FP inh: PRMT1 methyltransferase inhibitors, primary screen, biochemical, fluorescence polarization. inhibition, % at 2.79 µM. Protein arginine N-methyltransferase 1 (Homo sapiens), Q99873. recombinant PRMT1, activity-based probe fluorescence polarization. 1.3% of 370,000 active;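 active means inhibition above about 21% made by adding two undisclosed values, limit read from the data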
LEDGF integ inh: blockers of LEDGF/p75-dependent integrase strand transfer – biochemical, TR-FRET, high throughput, primary screen; HIV-1 integrase (with human LEDGF/p75); TR-FRET IN-LEDGF/p75 DNA integration, Eu/Cy5; inhibition, % at 3.7 µM; 0.64% of 370,000 active; AID 743269, 2014;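 active means inhibition above the screen-wide mean plus 3 SD, cut at about 13% in these data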;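 further: signal is the Cy5 over europium emission ratio at 671 and 618 nm; 0% = plate median of compound wells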
rCAG RNA binder: binders of r(CAG) RNA repeats, primary screen, biochemical, fluorescence; 1.3% of 370,000 active; r(CAG) RNA repeat, TO-PRO-1 dye displacement fluorescence; inhibition, % at 3 µM;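 active means inhibition above the plate cutoff, the mean of all test compounds on that plate plus 3 SD, cut at about 35% in these data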;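 further: 0% = DMSO alone and 100% = 100 µM mitoxantrone as full dye displacement; higher means more dye released from RNA so lower well fluorescence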
MBD2 DNA inh: inhibitors of MBD2 binding to methylated DNA, primary screen, biochemical, TR-FRET, DNA-binding domain, human | Methyl-CpG-binding domain protein 2 (Homo sapiens), Q9UBB5 | MBD2 binding to methylated oligonucleotide | inhibition, % at 4.4 µM | 0.31% of 370,000 active | AID 686964, 2013; in the data active means inhibition above about 13%
Target sequence (Q9UBB5 whole entry, looked up, the tested form may be a part): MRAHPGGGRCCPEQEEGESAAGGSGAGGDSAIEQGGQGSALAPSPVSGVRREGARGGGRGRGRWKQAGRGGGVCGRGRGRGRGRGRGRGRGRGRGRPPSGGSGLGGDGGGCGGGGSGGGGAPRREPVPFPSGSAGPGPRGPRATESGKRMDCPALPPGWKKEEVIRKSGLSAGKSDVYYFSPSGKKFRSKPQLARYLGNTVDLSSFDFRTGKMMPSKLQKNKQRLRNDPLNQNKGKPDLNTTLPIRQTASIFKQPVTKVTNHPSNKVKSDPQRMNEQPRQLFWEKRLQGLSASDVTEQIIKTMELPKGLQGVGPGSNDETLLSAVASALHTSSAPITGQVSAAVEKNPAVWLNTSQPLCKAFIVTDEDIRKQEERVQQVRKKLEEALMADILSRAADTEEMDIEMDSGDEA
HTRA1 inhibitor: HTRA1 serine protease inhibitors, primary screen, biochemical, fluorescence polarization, HTS; inhibition, % at 5.96 µM; recombinant HTRA1, FP-rhodamine activity-based probe; 0.5% of 340,000 active; AID 504803, 2011; Q92743; in the data active means inhibition above about 36%;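 further: 0% = enzyme with DMSO and 100% = wells lacking enzyme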
Target sequence (Q92743 whole entry, looked up): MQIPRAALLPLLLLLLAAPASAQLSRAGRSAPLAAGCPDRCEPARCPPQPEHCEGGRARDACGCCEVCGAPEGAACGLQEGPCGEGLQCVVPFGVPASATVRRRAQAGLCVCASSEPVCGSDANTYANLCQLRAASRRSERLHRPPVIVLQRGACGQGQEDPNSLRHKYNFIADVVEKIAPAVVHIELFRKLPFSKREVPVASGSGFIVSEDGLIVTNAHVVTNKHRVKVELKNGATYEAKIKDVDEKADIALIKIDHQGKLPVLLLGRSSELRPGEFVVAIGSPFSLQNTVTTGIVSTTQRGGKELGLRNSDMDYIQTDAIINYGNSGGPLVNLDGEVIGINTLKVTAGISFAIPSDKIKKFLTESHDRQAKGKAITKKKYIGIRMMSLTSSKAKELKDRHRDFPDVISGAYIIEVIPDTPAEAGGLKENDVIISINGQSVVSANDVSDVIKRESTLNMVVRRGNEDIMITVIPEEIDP
PG9 Ab binder: binders of HIV-1 gp120 antibody PG9, primary screen, biochemical, TR-FRET; TR-FRET gp120-PG9 antibody binding; inhibition, % at 6.7 µM; 0.43% of 360,000 active; in the data active means inhibition above about 8.5%
* marks the source's active call; other numbers are inactive results; . = no result given. Only part of the results is shown; count on the stated rates, not on these rows.

mol | UHRF1 binding | NR1D1 modulator | mABHD4 FP | TCR CD3 inh | PRMT1 FP inh | LEDGF integ inh | rCAG RNA binder | MBD2 DNA inh | HTRA1 inhibitor | PG9 Ab binder
Cc1ccc(Cn2c(=N)n(CC(O)c3ccco3)c3ccccc32)cc1 (configuration not stated) | -2.8 | -3.7 | -7.5 | -3.1 | 0.7 | 1.9 | 6.9 | -1.8 | 4.1 | 0.9
O=C(Nc1ccc(Cl)cc1)OCc1cncs1 | 5.0 | -3.1 | -12.9 | -4.9 | 3.8 | -3.6 | 4.3 | 1.6 | -4.0 | 2.6
CNCC(O)Cn1c(C(F)(F)F)nc2ccccc21 (configuration not stated) | 0.4 | 0.5 | 0.4 | 7.1 | -2.3 | 0.4 | -7.8 | 4.6 | 0.4 | -0.9
CSc1ccc(CN2CCC(C)(Oc3cnc(Cl)c4ccccc34)C2)cc1 (configuration not stated) | -5.1 | -3.2 | 1.3 | -11.0 | 4.1 | -0.8 | 4.7 | -3.3 | . | -0.7
CC(=O)N(c1cccc(C)c1)C1SC(=O)N(c2ccccc2)C1=O (configuration not stated) | 0.8 | 2.9 | -1.7 | -1.4 | 32.1* | -3.2 | -3.6 | 3.1 | -1.1 | 1.2
CCOc1ccc(OCCn2ccnc2)cc1 | 3.1 | 2.2 | 10.1 | -2.4 | 4.1 | 0.3 | -2.3 | 2.4 | 3.1 | 0.9
Cc1nnc(SC(C)C(=O)Nc2nccs2)s1 (configuration not stated) | 3.4 | 2.5 | -1.3 | -0.2 | -3.2 | 1.8 | -2.3 | 0.5 | -4.9 | -2.0
COc1ccc(C2=NN(CN3C(=O)C(=O)c4ccccc43)C(c3cccc([N+](=O)[O-])c3)C2)cc1 (configuration not stated) | -2.6 | 0.7 | -3.5 | 2.5 | -0.3 | 1.6 | 4.3 | -3.9 | -3.7 | -0.8
c1csc(CNc2ncnc3ccc(-c4ccoc4)cc23)c1 | 1.9 | 3.5 | -17.4 | 3.5 | 0.9 | 5.5 | 6.8 | 2.2 | -32.6 | -3.4
CC(C)(C)C1CCC(C(=O)Nc2cccnc2)CC1 (configuration not stated) | -0.6 | 2.4 | -3.4 | 0.7 | 0.6 | -2.4 | -4.9 | -0.5 | 1.0 | 1.6
COc1cc(C(=S)N2CCCC2)ccc1OC(=O)c1ccc(Cl)cc1[N+](=O)[O-] | 0.8 | -4.9 | 4.4 | 2.4 | -1.1 | 0.9 | 0.8 | -0.3 | 3.0 | 0.5
CCCCN(C)c1c(C)nc2ccc(C(=O)Nc3cc(-c4ccccc4)ccc3OC)cn12 | -0.3 | 0.2 | 39.9* | 7.9 | 2.6 | 0.3 | 7.1 | -11.1 | . | 1.4
COc1ccc(CCNC(=O)c2nnn(CC(=O)Nc3ccc(C)cc3C)c2N)cc1OC | -1.9 | -2.5 | -4.9 | -5.7 | 1.5 | 3.4 | -2.4 | -6.0 | 0.8 | -1.0
O=C(CN1CCCSc2ccccc21)N1CCN(S(=O)(=O)c2ccccc2)CC1 | 0.4 | -2.1 | -4.2 | 2.8 | 3.8 | 3.7 | -5.1 | 0.9 | -5.7 | -3.8
O=C(NC1CCCCN(Cc2ccc(Cl)cc2)C1=O)c1ccc(COc2ccccc2)cc1 (configuration not stated) | 3.1 | -1.3 | -1.9 | . | -0.7 | -1.6 | 11.3 | -2.5 | . | .
Cc1c(C(=O)N(Cc2ccc(N(C)C)cc2)CC2CCCO2)oc2ccccc12 (configuration not stated) | -0.5 | -6.2 | -5.2 | 1.7 | -5.2 | 0.1 | -1.8 | -5.1 | -2.9 | 1.2
Cc1cccc2c1Sc1ccccc1CC2=O | 1.9 | 5.6 | -3.8 | -7.0 | 2.3 | -1.9 | -3.1 | -0.6 | -8.5 | -0.3
COc1ccc(OC)c(NC(=O)Nc2ccc3c(c2)CCC3)c1 | 1.1 | -7.4 | 4.6 | -0.6 | 0.2 | -2.9 | 0.9 | -7.0 | -17.8 | 2.0
CN(CC(=O)Nc1ccc(S(N)(=O)=O)cc1)Cc1ccccc1F | -1.3 | 1.0 | 4.9 | -6.8 | 6.2 | -2.9 | -0.4 | 0.8 | 6.0 | -0.7
CC(C)CCn1c(SCC(=O)OCn2nnc3ccccc3c2=O)nc2ccccc2c1=O | -2.9 | 3.5 | -3.6 | 1.6 | -0.7 | -0.5 | -0.8 | 2.3 | -3.3 | -0.1
COCc1nnc(NC(=O)c2ccc(S(=O)(=O)N3CCCc4ccccc43)cc2)o1 | -6.7 | -0.7 | -6.3 | -6.1 | -3.7 | 1.2 | 24.7 | 3.3 | -2.7 | 1.1
CCOc1ccc(C(=O)Nc2ccc(C(F)(F)F)n(C)c2=O)cc1 | 0.3 | 35.1* | 12.6 | 6.8 | 1.7 | 1.4 | -1.8 | -2.5 | 4.9 | -2.0
CN(C(=O)COC(=O)C1c2ccccc2Oc2ccccc21)C1CCS(=O)(=O)C1 (configuration not stated) | 0.0 | -1.5 | -3.1 | -2.9 | 1.7 | 1.4 | 0.8 | -7.2 | -6.5 | -1.6
COc1cc(OC)nc(Oc2ccccc2C(=O)Oc2cccc(C)c2)n1 | 3.2 | 3.3 | -9.9 | -4.8 | 0.8 | 0.7 | -4.2 | 3.7 | -36.2 | -2.3
Cc1cc(C)nc(SCc2nnc(SCC(=O)N3CCCc4ccccc43)n2C)n1 | -4.1 | 6.5 | 4.1 | 6.4 | 2.4 | 1.7 | -6.9 | 1.1 | -2.9 | -0.3

Three compounds from above, ordered by the value under PRMT1 FP inh, smallest number first.
SMILES	PRMT1 FP inh
COCc1nnc(NC(=O)c2ccc(S(=O)(=O)N3CCCc4ccccc43)cc2)o1	-3.7
COc1cc(C(=S)N2CCCC2)ccc1OC(=O)c1ccc(Cl)cc1[N+](=O)[O-]	-1.1
CN(CC(=O)Nc1ccc(S(N)(=O)=O)cc1)Cc1ccccc1F	6.2

Continuation.
mol | UHRF1 binding | NR1D1 modulator | mABHD4 FP | TCR CD3 inh | PRMT1 FP inh | LEDGF integ inh | rCAG RNA binder | MBD2 DNA inh | HTRA1 inhibitor | PG9 Ab binder
Cc1ccc(S(=O)(=O)N(Cc2n[nH]c(=S)n2-c2ccccc2)c2cccc(Cl)c2)cc1 | -1.0 | -6.7 | 3.1 | 5.2 | 4.6 | 0.7 | 14.0 | -4.5 | -0.1 | -1.7
O=C(Cn1nnc2ccccc2c1=O)N[C@H](C(=O)O)c1ccccc1 | -2.0 | 0.9 | -2.8 | -2.6 | -1.1 | -0.3 | 1.1 | 3.5 | 6.2 | -1.4
O=C(C1CCN(S(=O)(=O)c2ccccc2)CC1)N1CCOCC1 | -3.4 | 1.4 | 0.5 | 5.4 | -2.9 | 0.5 | -4.4 | 3.5 | -4.3 | -0.7
Cn1c(=O)c2c(nc(CN3CCOCC3)n2CC(O)CO)n(C)c1=O (configuration not stated) | 4.5 | -1.0 | -1.0 | -1.2 | -0.6 | 0.5 | 7.8 | -0.2 | 2.0 | -1.6
CCOC(=O)N1CCC(NC(=O)c2cc(-c3ccc(OC)cc3)nc3ccccc23)CC1 | -3.6 | 6.4 | 10.7 | -5.7 | 1.6 | -2.0 | -1.1 | 0.5 | -3.5 | 9.5*
Cc1cc(C(=O)NNC(=S)Nc2ccccc2C)cs1 | -3.2 | -4.4 | 3.6 | -1.1 | -0.9 | 1.9 | 1.0 | -2.0 | 1.3 | -0.9
Cc1c(Cl)cccc1NC(=O)C1NC(=O)CC1c1ccccc1 (configuration not stated) | 0.4 | -4.2 | 0.0 | 7.8 | 2.2 | -0.6 | -1.3 | -5.3 | 0.4 | -1.7
C[C@@H]1CCCCO[C@H](CN(C)C(=O)c2ccccc2)[C@@H](C)CN([C@H](C)CO)C(=O)c2cc(NC(=O)c3ccncc3)ccc2O1 | 0.4 | -4.0 | -1.8 | -3.2 | -0.6 | -1.1 | 1.5 | -2.2 | 4.0 | -0.2
CN1CCCC(OC(=O)c2ccc(C#N)cc2)C1 (configuration not stated) | 2.0 | 8.2 | 5.1 | -1.4 | 0.6 | -3.8 | 4.0 | -0.9 | 2.5 | 0.7
Cn1c(=O)c2ncn(CC(=O)N/N=C/C=C/c3ccccc3)c2n(C)c1=O | -3.9 | -1.2 | 0.9 | -0.3 | -3.9 | 4.3 | 4.2 | -2.8 | 1.6 | -4.3
Cc1ccc(C)c(S(=O)(=O)Nc2nc(C)c(C(=O)Nc3ccccc3)s2)c1 | 2.4 | 1.0 | -6.2 | -3.7 | 1.6 | -2.7 | 46.3* | 0.1 | -16.1 | 0.7
Cc1cc(C(=O)COC(=O)CNC(=O)c2ccc(F)cc2)c(C)n1Cc1ccco1 | -2.0 | -13.2 | -0.9 | 3.3 | -1.3 | 0.9 | -1.4 | 4.6 | -12.8 | -0.9
Cc1noc(C)c1NC(=O)N(C)C[C@H]1Oc2ccc(NC(=O)Nc3ccc(C(F)(F)F)cc3)cc2C(=O)N([C@H](C)CO)C[C@@H]1C | -5.8 | -1.1 | -10.6 | -1.6 | -1.5 | -0.4 | -0.6 | -3.4 | -10.7 | -2.2
COc1ccc(OCc2ccc(C(=O)O)cc2)cc1 | 2.6 | -3.4 | 0.6 | -2.0 | -0.2 | -0.1 | 3.2 | -0.9 | -5.4 | -0.1
CCCCNC(=O)c1onc(CSc2ccc(Cl)cc2)c1C(=O)NCCCC | 1.4 | 1.3 | 20.7 | 0.7 | 1.7 | 0.5 | -6.1 | -5.4 | -27.9 | 0.2
Oc1ccccc1C=NC1=NN(c2cccc(C(F)(F)F)c2)CC1 | -0.7 | -9.8 | 7.2 | -4.2 | 2.3 | -1.8 | 3.5 | 4.2 | -3.6 | -13.7
COC(=O)C1CCN(S(=O)(=O)c2ccc(Br)s2)CC1 | -2.9 | -6.4 | 3.2 | -0.8 | -2.5 | 0.9 | 5.7 | 3.2 | -0.6 | 1.8
N#CC1=C(N)Oc2ccc3ccc(O)cc3c2C1c1ccsc1 (configuration not stated) | 10.9 | 6.7 | 132.3* | 69.8* | 82.7* | 2.6 | -51.7 | 1.8 | 126.4* | -1.9
CCOc1cc(/C=C2\C(=N)N3N=C(S(=O)(=O)CC)SC3=NC2=O)ccc1OC(=O)c1ccco1 | 1.1 | 0.0 | -4.5 | 1.6 | 4.2 | 0.8 | 41.8* | 2.7 | -5.9 | -2.3
